HIV fusion peptide: inhibitors of HIV fusion peptide binding, primary screen, biochemical, uHTS, fluorescence dequenching (AID 1986); cell-free peptide binding, fluorescence dequenching, 30 min; higher % means a stronger effect; inhibition, % at 20 µM, or IC50 in µM where a hit was titrated; 290,000 tested, 0.3% active; in the data active means inhibition mostly above about 52%, no sharp cut-off; inactive means mostly below about 76%; further: some results filed as inactive read as strong as hits
Myeloid diff MLP: promotes myeloid progenitor differentiation; 360,000 tested, 1% active; ER-HoxA9 myeloid progenitors, lysozyme-GFP differentiation, flow cytometry; calls only at 10 µM;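 active means normalized GFP-positive differentiation at or above the plate's own cutoff, the solvent-only control mean plus 3 SD; inconclusive means no clear call, values can overlap the other calls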;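 further: cells exposed to compound for four days before flow analysis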
HEK293 NOD2/NF-kB: inhibition of NOD2-driven NF-kB reporter – cell-based, luminescence, uHTS, HEK293 (AID 1566); HEK293 NOD2/NF-kB luciferase reporter, luminescence; higher % means a stronger effect; 290,000 tested, 0.63% active; inhibition, % at 4 µM, or EC50 in µM where a hit was titrated; further: many of its hits are not listed in these tables
LYP inhibition: inhibitors of LYP phosphatase, biochemical, fluorescence intensity, uHTS (AID 1779); 290,000 tested, 0.054% active; recombinant LYP phosphatase, fluorescence intensity; higher % means a stronger effect; one-dose inhibition, % at 11.5 µM; IC50 in µM for titrated hits;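 further: plate controls were vehicle with enzyme for no effect and no enzyme for full effect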
Lipid droplet: hepatic lipid droplet formation modulation; AML12 mouse hepatocytes, oleate lipid droplets, BODIPY imaging; inhibition, % at 6.5 µM; 240,000 tested, 0.4% active;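 active means lipid droplet intensity inhibited by at least 50%, with more than 500 cells counted; inconclusive means wells with under 300 cells, treated as cytotoxic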
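Material – mouse AML12 hepatocyte cell line, fixed after treatment · Compound dosing – one dose, 6.5 µM compound · Times – compound with oleate, overnight · Measured by – Image-based BODIPY and DAPI two-channel analysis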
SIAH1 antagonists: Siah-1 peptide-binding antagonists, primary screen, biochemical, fluorescence polarization, rhodamine-plectin, uHTS (AID 1817); Siah-1 / rhodamine-plectin peptide fluorescence polarization; higher % means a stronger effect; one-dose displacement, % at 20 µM; IC50 in µM for titrated hits; 290,000 tested, 0.02% active;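 active means displacement of at least 50% at 20 µM, with a fluorescence ratio check between 0.3 and a set limit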;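 further: plate controls were Siah plus tracer with DMSO for no effect and tracer alone without Siah for full effect; strong numbers were not always called active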
AID2073: disruptors of CaV2.2 binding to Mint1 – biochemical, HTRF (AID 2073) | HTRF protein-protein interaction, Mint1-CaV2.2; higher % means a stronger effect | one-dose inhibition, % at 20 µM; IC50 in µM for titrated hits | 290,000 tested, 0.19% active; in the data active means inhibition mostly above about 51%, no sharp cut-off; inconclusive means no clear call, values can overlap the other calls; inactive means mostly below about 53%; further: some results filed as inactive read as strong as hits
Dengue-2 NS5 capping: Dengue-2 NS5 methyltransferase inhibitors, primary screen, biochemical, confirmation dose response (AID 588689); Dengue-2 NS5 methyltransferase capping enzyme assay, biochemical; higher % means a stronger effect; one-dose inhibition, % at 25 µM; IC50 in µM for titrated hits; 340,000 tested, 0.3% active; in the data active means a potency from the dose series; inconclusive means inhibition above about 29% without an active follow-up result
XIAP antagonists: XIAP antagonists, biochemical, IAP family, fluorescence polarization (AID 1018). XIAP BIR domain, fluorescence polarization peptide displacement; higher % means a stronger effect. displacement, % at 20 µM; hits with a dose series show IC50 in µM. 200,000 tested, 0.007% active; in the data active means displacement above about 50%; further: a part of the inactive calls stands beside numbers as strong as those of hits
Lipid droplet cells 6.5 µM: second read-out of Lipid droplet, no call of its own (marks repeat the call); cell count; measured here: cell count, cytotoxicity flag;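 cells counted across two imaged fields per well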
Myeloid diff MLP GFP+ MAC1+ %: recorded beside Myeloid diff MLP, whose call it bears; GFP+ MAC1+ double positive, %; measured here: differentiation confirmed by MAC1 staining
* hit, by the source's call; i = inactive; ? = inconclusive; . = no result given; + = active, no number. Unless noted, no stated cut-off is given here; in the data, active means inhibition above about 50%; inactive means the rest. A portion of the library; the hit share may differ from the screen's.

SMILES	HIV fusion peptide	Myeloid diff MLP	Myeloid diff MLP GFP+ MAC1+ %	HEK293 NOD2/NF-kB	LYP inhibition	Lipid droplet	Lipid droplet cells 6.5 µM	SIAH1 antagonists	AID2073	Dengue-2 NS5 capping	XIAP antagonists
O=C(CSc1nc2scc(-c3ccccc3)c2c(=O)[nH]1)N1CCCCC1	0.9%	i	0.3	29%	-1%	18	699	-2%	-4%	-7%	1.9%
CCOC(=O)C1CCN(C(=O)CSc2ccccc2)CC1	0.3%	i	0.7	2%	-3%	8	769	0%	0%	-1%	-4.2%
CCCCc1n[nH]c2c1/C(=N/OCC)CC(C)(C)C2	0.3%	i	0.1	6%	3%	10	700	4%	6%	.	.
C=CCSc1nnc(NC(=O)c2cccc(S(=O)(=O)N3CCOCC3)c2)s1	1.6%	i	0.6	8%	9%	3	732	-10%	-1%	-5%	-7.9%
C[C@H](NC(=O)[C@@H]1CSC2c3ccccc3C(=O)N21)C(=O)NC1CCCCC1 (some centres not stated)	0.2%	?	.	16%	-9%	5	745	-3%	-4%	4%	.
CCC1=NN(C(=O)C(=O)Nc2ccccc2OC)C(O)(C(F)(F)F)C1 (configuration not stated)	4.0%	i	4.1	31%	-3%	.	.	-3%	-8%	3%	-1.2%
O=S(=O)(NCCSc1nnnn1-c1ccccc1)c1cccs1	-0.3%	i	0.9	-19%	-3%	12	720	-2%	1%	.	-4.6%
O=C1C2C3C=CC(C3)C2C(=O)N1/N=C/c1cn(Cc2ccc(F)cc2)c2ccccc12 (configuration not stated)	2.4%	i	0.4	3%	3%	.	.	5%	5%	-3%	-5.4%
C/C(=N/OC(=O)C1CC1c1ccccc1)c1ccccc1 (configuration not stated)	0.9%	i	0.3	-4%	-6%	12	745	-2%	-14%	-12%	0.0%
Cc1ccc(CNC(=O)CS(=O)Cc2nc(-c3ccccc3C)oc2C)cc1 (configuration not stated)	0.5%	i	2.5	10%	1%	.	.	0%	5%	-3%	-3.4%
COc1ccccc1NC(=O)Cc1nnc(SCC(=O)Nc2nccs2)n1C	-1.6%	i	2.3	-6%	-8%	9	593	3%	11%	-2%	.
CCCC(C)NC(=O)COC(=O)c1cc(Br)c(Br)s1 (configuration not stated)	0.9%	i	0.6	9%	4%	-6	678	7%	5%	-5%	-3.1%
Cc1cccc2cc(CN(Cc3ccco3)C(=O)Nc3cccc(C#N)c3)c(Cl)nc12	0.3%	i	5.8	55%*	-4%	.	.	0%	12%	-5%	-5.4%
CCCS/C(N)=N/N=C/c1ccccc1O	0.9%	i	0.8	-91%	3%	19	772	-2%	2%	-1%	-8.7%
COc1ccc(-n2nc(C(=O)NCC(=O)NCC3CCCO3)c3ccccc3c2=O)cc1Cl (configuration not stated)	-0.7%	i	0.4	5%	-6%	.	.	6%	13%	-7%	-0.5%
Cc1nc2ccc(N=NC3=C(O)CC(C)(C)CC3=O)cc2s1	0.7%	i	0.5	-31%	0%	-20	634	2%	-1%	6%	-9.1%
COC(=O)CCCNC(=O)CC1C(=O)NCCN1Cc1ccoc1 (configuration not stated)	1.8%	i	0.5	11%	-3%	7	732	2%	-6%	-1%	-5.5%
O=C(CN1C(=O)NC2(CCCCC2)C1=O)Nc1cccc(S(=O)(=O)N2CCOCC2)c1	-0.4%	i	0.2	0%	-10%	12	779	1%	3%	1%	.
O=C(CNC1CC1)Nc1cc(C(F)(F)F)ccc1Cl	3.2%	i	0.2	2%	4%	15	729	4%	10%	-6%	.
CC(OC(=O)CCCCCN=C1NS(=O)(=O)c2ccccc21)C(=O)Nc1cc(Cl)cc(Cl)c1 (configuration not stated)	0.6%	i	0.5	-5%	-2%	2	678	4%	-1%	0%	-2.0%
CC#CCC(CC#CC)c1nc2ccccc2c(=O)n1N	2.1%	i	0.6	17%	-3%	6	643	1%	6%	-5%	-10%
COc1ccccc1/C=C/C(=O)Nc1cccnc1	-1.0%	i	1.1	-10%	-4%	5	834	-3%	15%	-3%	.
COC(=O)/C(=C/c1ccc2c(c1)c1ccccc1n2C)NC(=O)c1ccccc1	-1.7%	i	0.7	-13%	-4%	83*	713*	7%	20%	-5%	-4.4%
COc1ccc(Br)cc1C1NC(=O)NC(C)=C1C(=O)N(C)C (configuration not stated)	-0.1%	i	0.4	-3%	-7%	-33	762	-2%	2%	-3%	-3.1%
Cc1cc(OC(C)C(=O)NCc2cccnc2)c2c(C)c(C)c(=O)oc2c1 (configuration not stated)	-0.1%	i	0.7	2%	-10%	-17	813	4%	9%	0%	.
C=CCNC(=O)/C(C#N)=C/c1c(N2CCN(c3ccc(OC)cc3)CC2)nc2c(C)cccn2c1=O	-1.4%	i	1.2	16%	-29%	17	873	-2%	14%	2%	.
CC(C)N(Cc1nc(-c2ccccc2)no1)C(=O)C(Cl)(Cl)Cl	-0.3%	i	0.2	18%	-2%	7	720	-2%	-4%	0%	-6.4%
O=C(CSc1n[nH]c(=O)n1Cc1ccccc1)Nc1ccc(F)c(F)c1F	-2.1%	i	0.2	31%	-6%	6	821	-3%	-2%	-3%	.
O=C1CC(N(Cc2cccs2)C(=O)Nc2ccccc2)C(=O)N1c1ccc(Cl)cc1 (configuration not stated)	0.4%	i	1.2	-74%	0%	-44	657	3%	-2%	-6%	-5.5%
O=C1C=C(Nc2ccc(O)cc2)C(=O)c2ccccc21	-5.3%	+	.	-99%	5%	-5	627	-1%	-15%	-6%	.

8 compounds already listed, arranged by molar mass, lowest first:
SMILES	HIV fusion peptide	Myeloid diff MLP	Myeloid diff MLP GFP+ MAC1+ %	HEK293 NOD2/NF-kB	LYP inhibition	Lipid droplet	Lipid droplet cells 6.5 µM	SIAH1 antagonists	AID2073	Dengue-2 NS5 capping	XIAP antagonists
O=C1C=C(Nc2ccc(O)cc2)C(=O)c2ccccc21	-5.3%	+	.	-99%	5%	-5	627	-1%	-15%	-6%	.
O=C(CNC1CC1)Nc1cc(C(F)(F)F)ccc1Cl	3.2%	i	0.2	2%	4%	15	729	4%	10%	-6%	.
Cc1nc2ccc(N=NC3=C(O)CC(C)(C)CC3=O)cc2s1	0.7%	i	0.5	-31%	0%	-20	634	2%	-1%	6%	-9.1%
CC(C)N(Cc1nc(-c2ccccc2)no1)C(=O)C(Cl)(Cl)Cl	-0.3%	i	0.2	18%	-2%	7	720	-2%	-4%	0%	-6.4%
Cc1cc(OC(C)C(=O)NCc2cccnc2)c2c(C)c(C)c(=O)oc2c1 (configuration not stated)	-0.1%	i	0.7	2%	-10%	-17	813	4%	9%	0%	.
COC(=O)/C(=C/c1ccc2c(c1)c1ccccc1n2C)NC(=O)c1ccccc1	-1.7%	i	0.7	-13%	-4%	83*	713*	7%	20%	-5%	-4.4%
C=CCNC(=O)/C(C#N)=C/c1c(N2CCN(c3ccc(OC)cc3)CC2)nc2c(C)cccn2c1=O	-1.4%	i	1.2	16%	-29%	17	873	-2%	14%	2%	.
CC(OC(=O)CCCCCN=C1NS(=O)(=O)c2ccccc21)C(=O)Nc1cc(Cl)cc(Cl)c1 (configuration not stated)	0.6%	i	0.5	-5%	-2%	2	678	4%	-1%	0%	-2.0%

(list continues)
SMILES	HIV fusion peptide	Myeloid diff MLP	Myeloid diff MLP GFP+ MAC1+ %	HEK293 NOD2/NF-kB	LYP inhibition	Lipid droplet	Lipid droplet cells 6.5 µM	SIAH1 antagonists	AID2073	Dengue-2 NS5 capping	XIAP antagonists
Cc1nc2c([nH]c3ccc(Br)cc32)s1	-3.6%	i	0.8	7%	4%	0	715	3%	7%	0%	-3.4%
Cc1ccc(N(CC(=O)N2CCc3ccccc3C2)S(C)(=O)=O)cc1	-0.5%	i	0.5	10%	-9%	-8	842	0%	6%	-10%	.
CC(C)OC(=O)CSc1nnc(CNc2ccc(Cl)cc2)n1C	0.4%	i	0.5	15%	-10%	-3	592	8%	1%	-1%	-4.3%
O=C(NCCc1ccccc1)c1ccc(Cl)c(S(=O)(=O)N2CCOCC2)c1	0.2%	i	0.0	5%	-10%	-2	814	5%	-3%	-3%	.
CN(CCCCCC(=O)/C=N/O)Cc1ccccc1	-0.5%	i	0.5	6%	-1%	3	607	5%	7%	2%	-0.7%
COc1cc(C(=O)Nc2ccc(NC(=O)c3ccccc3Cl)nc2)cc(OC)c1OC	-1.3%	i	3.4	19%	2%	1	819	-2%	26%	-3%	.
COc1cc2ccc3c(CCN(C)C)cc(OC)c(OC)c3c2cc1OC	0.1%	i	0.4	-9%	-3%	1	828	-4%	2%	-7%	.
CCOc1ccc(NC(=O)N(CCC(C)C)C2CCN(C(C)=O)CC2)cc1	1.4%	i	6.3	-5%	-3%	10	810	2%	-2%	-2%	-4.6%
CCOc1ccc(C(=O)Nc2ccc(NC(=O)c3ccco3)c(Cl)c2)cc1Br	0.8%	i	6.9	4%	-7%	.	.	0%	?	0%	-1.9%
CC(C)(C)c1ccc(SCCc2cccnc2)cc1	0.4%	i	0.7	13%	5%	10	739	-2%	22%	-9%	.
Cc1[nH]c2ccc(C(=O)N3CCCC3)cc2c1C	-2.6%	i	2.0	-17%	-10%	5	768	-5%	12%	3%	.
O=C(CNC(=O)N1CC(=O)Nc2ccccc21)Nc1nccs1	1.3%	i	4.2	14%	-11%	5	734	9%	0%	5%	.
COc1ccc(CCNC(=O)C2(C)CCC(=O)N2CCC(C)C)cc1OC (configuration not stated)	2.6%	i	3.4	13%	-9%	-21	717	14%	13%	1%	-2.1%
CCCOc1ccc(NCC(=O)Nc2ccc(C)cc2C)cc1	-3.6%	i	1.8	7%	-6%	-2	763	-6%	29%	-4%	3.8%
Cc1ccc2cc(CCNC(=O)c3ccc(S(=O)(=O)N4CCOCC4)cc3)c(=O)[nH]c2c1C	1.4%	i	0.8	12%	-7%	2	873	6%	11%	-7%	.
Cc1nc2ccc(NC(=O)Cc3cccs3)cc2s1	0.6%	i	1.7	-67%	-5%	.	.	-2%	0%	-12%	-3.3%
COc1ccccc1NS(=O)(=O)c1cc(NC(=O)c2cccs2)ccc1N1CCCC1	1.6%	i	0.4	-4%	10%	-112	633	0%	2%	-13%	-1.9%
CCCOc1ccc(/C=C2/C(=O)ON=C2C)cc1Cl	-0.4%	i	0.5	-24%	-6%	-5	786	1%	22%	12%	.
O=C1SC(SCc2ccccc2Cl)=N/C1=C\c1ccc(C(=O)O)cc1	37%	i	0.7	-2%	4%	-6	672	-1%	12%	7%	-3.6%
CC(CCc1ccc(O)cc1)N(C)CCc1ccccc1 (configuration not stated)	2.7%	i	8.5	-18%	-12%	-7	644	0%	7%	-10%	-4.3%
Clc1ccc(OCCN2CCOCC2)cc1Cl	-0.9%	i	0.5	-23%	37%	43	811	-5%	4%	0%	-4.2%
